HCV inh: qHTS Assay for Inhibitors of Hepatitis C Virus (HCV). hit rate 3.4% among 340,000. Potency, µM (series often up to 41.8 µM), inactives show top-dose activity change, negative = inhibition, hits mostly inhibitors. Huh7.5.1 HCVcc-Cre infection, luciferase reporter, 44 h. AID 651820, 2012; note: potency is the fitted concentration of half-maximal effect; % is set by controls: 0 for no effect and ±100 for the full control effect
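Infectious HCV cell culture screen: compound-treated cells (1,000/well, pre-plated 4 h) are infected with HCVcc-Cre at roughly 0.5 moi and grown 44 h. Infection is quantified by luciferase signal after 15 min substrate incubation at room temperature.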
TbPYK inhibitor: qHTS of Trypanosoma Brucei Inhibitors | AID 624173, 2012 | TbPYK enzyme, Kinase-Glo Plus ATP luminescence, 45 min | hit rate 0.12% among 410,000 | Potency, µM (top dose mostly 76.8 µM), inactives show at the top dose activity, negative = inhibition, most hits filed as inhibitors | pyruvate kinase (Trypanosoma brucei), Q57TT1; note: potency is the fitted concentration of half-maximal effect; % is set by controls: 0 for no effect and ±100 for the full control effect; nearly all actives have a fitted effect of over 50% in size
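ADP (130 uM final) triggers the TbPYK reaction after compound addition; incubation is 45 min at room temperature. Kinase-Glo Plus is then added and luminescence imaged. Normalized data are fitted to concentration-effect curves.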
CHX counter: Cycloheximide Counterscreen for Small Molecule Inhibitors of Shiga Toxin. cell reporter, cycloheximide protein synthesis inhibition counterscreen. max response, %. hit rate 12% among 300,000; in the data active = max response mostly above about 13%, no sharp cut-off; inactive = mostly below about 14%; note: read at 38.3 µM for the half of the compounds with a filed dose; 0% is about no effect
Pf growth 48h: Primary qHTS for delayed death inhibitors of the malarial parasite plastid, 48 hour incubation; hit rate 5.9% among 310,000; Potency, µM (doses to about 28.7 µM), for the others: at the highest dose activity change, negative = inhibition, usual class: inhibitors; P. falciparum luciferase growth in erythrocytes, 48 h; note: potency is the fitted concentration of half-maximal effect; % is set by controls: 0 for no effect and ±100 for the full control effect
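Erythrocytes infected with P. falciparum carrying an integrated firefly luciferase reporter (2% hematocrit, 0.1% parasitemia final) were exposed to compounds in RPMI 1640 with 0.5% Albumax at 37 C, 5% CO2. Growth inhibition was scored as reduced luminescence.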
LmPK inh: qHTS Assay for Inhibitors of Leishmania Mexicana Pyruvate Kinase (LmPK); purified LmPK, Kinase-Glo ATP luminescence, 1 h; hit rate 0.37% among 290,000; Potency, µM (series often up to 57.5 µM), inactives show top-dose activity change, negative = inhibition, most hits filed as inhibitors; AID 1721, 2009; note: potency is the fitted concentration of half-maximal effect; % is set by controls: 0 for no effect and ±100 for the full control effect
Target sequence (Q27686 whole entry, looked up): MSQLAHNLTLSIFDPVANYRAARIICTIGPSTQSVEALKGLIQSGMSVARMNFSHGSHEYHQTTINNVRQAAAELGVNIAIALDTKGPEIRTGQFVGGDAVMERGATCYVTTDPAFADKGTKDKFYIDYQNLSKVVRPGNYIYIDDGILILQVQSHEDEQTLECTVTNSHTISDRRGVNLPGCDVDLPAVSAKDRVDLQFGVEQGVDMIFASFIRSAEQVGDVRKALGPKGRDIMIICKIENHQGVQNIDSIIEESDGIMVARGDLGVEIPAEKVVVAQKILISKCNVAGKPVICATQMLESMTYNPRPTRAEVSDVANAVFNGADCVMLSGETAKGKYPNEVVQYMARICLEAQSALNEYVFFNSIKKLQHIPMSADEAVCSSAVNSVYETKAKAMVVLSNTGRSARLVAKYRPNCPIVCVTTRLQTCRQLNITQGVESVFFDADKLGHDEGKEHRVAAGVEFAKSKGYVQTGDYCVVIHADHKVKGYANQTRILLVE
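In 50 mM imidazole pH 7.2 with 7 mM MgCl2, LmPK (0.1 nM) turned over PEP (0.5 mM) and ADP (0.1 mM) for 1 h at room temperature. Luciferase read-out of ATP.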
Pf growth 96h: Primary qHTS for delayed death inhibitors of the malarial parasite plastid, 96 hour incubation. AID 504834, 2011. Potency, µM (doses to about 28.7 µM), inactives show top-dose activity change, negative = inhibition, hits mostly inhibitors. P. falciparum luciferase reporter growth, 96 h. hit rate 6.9% among 320,000; note: potency is the fitted concentration of half-maximal effect; % is set by controls: 0 for no effect and ±100 for the full control effect
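Luminescence readout: decreased luciferase signal marks inhibited growth of reporter-expressing P. falciparum in infected red cells (2% hematocrit, 0.05% parasitemia final), exposed to compound two generations (96 h, 37 C, 5% CO2).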
Shiga inhibitor: A qHTS for Small Molecule Inhibitors of Shiga Toxin; Vero cells, Shiga toxin protein synthesis inhibition reporter; inhibition, % at 38.7 µM; hit rate 9.2% among 290,000; in the data active = inhibition mostly above about 28%, no sharp cut-off; inactive = mostly below about 43%; note: 0% is about no effect
* hit, by the source's call; ? = inconclusive; nt = no result given; & = joins results of further samples; [ ] = another dose, or the depositor's remark. Unless noted, calls come from the whole dose curve; as a rule, active = well fitted curve in the direction sought with a large enough effect; inconclusive = small, poorly fitted or top-dose-only effect, or another doubt; inactive = no such curve, though single readings can be large; an effect the other way counts as inactive or inconclusive.

Fields: HCV inh	TbPYK inhibitor	CHX counter	Pf growth 48h	LmPK inh	Pf growth 96h	Shiga inhibitor
O=C(Nc1nc2ccccc2s1)c1ccc([N+](=O)[O-])o1
    ?	-4.4%	33.4*	-11.2%	-2.3%	?	48.0*
O=S(=O)(c1ccc(Br)s1)N1CCC2(CC1)OCCO2
    1.9%	8.3%	0.9	-5.9%	-0.7%	?	-6.0
CCOC(=O)C1=C(CS(=O)(=O)c2ccc(C)cc2)NC(=O)NC1c1ccc(O)c(OC)c1 (configuration not stated)
    14.0%	-4.4%	1.1	27.8%	-0.3%	0.7%	-5.7
O=C(Nc1ccccc1Cl)C1CCCN(S(=O)(=O)c2ccc(F)cc2)C1 (configuration not stated)
    ?	-3.0%	-3.8	26.9%	14.4%	nt	-11.9
Cc1cc2cc(CN3C(=O)c4ccccc4C3=O)ccc2[nH]1
    21.8%	-1.5%	-2.7	-0.5%	9.1%	?	-3.3
CCN(CC)CCNC(=S)Nc1ccc2nc(N3CCOCC3)cc(C)c2c1
    ?	0.8%	-2.0	20.4%[0.00184 µM]	-2.3%	-15.1%	-7.0
Cc1cccc(OCC(=O)Nc2ccc3c(c2)nc(CN2CCCCC2)n3C)c1
    ?	1.7%&-9.3%	29.1*	-14.4%	-1.5%	-7.5%	53.2
CN1CCN(C2=NCCO2)CC1
    0.9%	-7.3%	-3.7	-0.9%	-2.1%	6.7%	-19.5
CCOc1ccccc1C(=O)NCC(=O)NCCc1ccc(S(N)(=O)=O)cc1
    4.0%	-10.1%	-3.0	7.9%	-0.6%	0.0%	-9.5
CC(NC(=O)CCc1nnc(-c2ccc(-c3ccccc3)cc2)o1)c1nccs1 (configuration not stated)
    -22.2%	-2.8%	14.3*	-15.8%	0.3%	14.3%	36.3
CCOC(=O)c1ccccc1NC(=O)c1cc(S(=O)(=O)N2CCOCC2)ccc1F
    -8.1%	1.0%	5.5	-9.5%	2.8%	87.3%[activator]	-16.7
CCOC(=O)CCCCC(=O)c1[nH]c(=O)[nH]c1CSc1nnc2c3cc(Br)ccc3n(C)c2n1
    nt	nt	-1.7	10.4µM*	5.3%	43.4%[activator]	3.4
COC(=O)c1ccccc1NC(=O)NN1CCN(C)CC1
    14.1%	3.2%	-3.2	9.6%	1.9%	?	-23.6
Cc1cc(NC(=O)CCC(=O)N(c2ccc(F)cc2)C(C(=O)NC2CCCC2)c2ccccc2)no1 (configuration not stated)
    4.1%	-1.2%	-7.8	?	-0.2%	?	-7.2
Cc1nc(N)sc1C(=O)N/N=C/c1c[nH]c2ccccc12
    -21.5%	6.7%	21.1*	nt	3.0%	-2.9%	37.9

Next section:
Fields: HCV inh	TbPYK inhibitor	CHX counter	Pf growth 48h	LmPK inh	Pf growth 96h	Shiga inhibitor
CN1CCC(N(C)S(=O)(=O)c2ccc(NC(=O)COc3ccc(Br)cc3Cl)cc2)CC1
    10µM*	4.9%	nt	4.15µM*	nt	2.08µM*	nt
CC(C)CCNC(=O)C1CC(=O)N(CCc2ccccc2)C1 (configuration not stated)
    2.6%	0.0%	-1.7	33.9%	-0.3%	27.8%	4.6
Cc1ccc(CNC(=O)C2CCCN(c3nc4ccsc4c(=O)s3)C2)cc1 (configuration not stated)
    4.2%	-1.0%	-5.4	-17.8%[1.15 µM]	0.1%	-3.8%	18.3
COC(=O)c1cc(NC(=O)CCc2c(C)nc3ncnn3c2C)cc(C(=O)OC)c1
    ?	-0.7%	-3.4	3.8%	-3.9%	?	-12.6
ClC(Cl)(c1nnnn1-c1ccccc1)c1nnnn1-c1ccccc1
    ?	?	8.1	4.0%	-23.8%	?	-6.8
O=C(COC(=O)c1cc(-c2ccccc2)nc2ccccc12)NCC1CCCO1 (configuration not stated)
    23.5%	-3.0%	-2.4	11.3%	3.4%	18.5%	-5.2
C/C=C(/C)C(=O)Nc1cccc(C2=NOC3(C2)C[C@H](C(N)=O)N(C(=O)COc2ccc(Cl)cc2)C3)c1 (some centres not stated)
    ?	2.2%	4.2	14.3%	3.4%	-10.5%	34.3
CC(=O)C1=C(O)C(=O)N(c2ccc(O)cc2)C1c1ccccc1[N+](=O)[O-] (configuration not stated)
    0.9%	-0.1%	-0.7	-7.1%	-2.6%	312.0%[activator]	-1.2
O=C(NCc1ccc2c(c1)OCO2)c1cc(-c2ccncc2)nc2ccccc12
    -18.2%	-1.3%	-2.0	?	0.8%	?	9.4
COCCNC(=S)NC(=O)c1ccc(C(C)(C)C)cc1
    -5.3%	-4.1%	59.5*	35.5%[activator][5.75 µM]	-0.8%	?	96.5*
COc1cccc(N2CC(NS(=O)(=O)c3cccnc3)CC2=O)c1 (configuration not stated)
    ?	?	nt	15.3%	nt	11.0%	nt
O=C(CNS(=O)(=O)c1c(Cl)cccc1Cl)OCC(=O)N1CCN(c2ccccc2)CC1
    6.9%	-1.6%	-1.6	14.9%	1.6%	-14.9%	-6.7
Cc1cccc(-c2cc3nc(C)c(C)c(NCCCn4ccnc4)n3n2)c1
    ?	0.2%	16.0	1.65µM*	-0.2%	?	27.0
CCC1CCCCN1C(=O)c1ccc(OC)c(OC2CCN(C(C)C)CC2)c1 (configuration not stated)
    1.7%	4.3%	-1.7	?	-2.4%	11.8%	-7.2
O=C(CSCc1c(F)cccc1Cl)NNC(=S)NC1CCCCC1
    25.5%	-11.8%	-4.0	-14.2%	4.8%	?	20.5

Following part.
Molecule | HCV inh | TbPYK inhibitor | CHX counter | Pf growth 48h | LmPK inh | Pf growth 96h | Shiga inhibitor
COc1ccc(-n2c(CNc3ccc(C)cc3)nnc2SCC(=O)Nc2nc(-c3ccccc3)cs2)cc1 | -24.0% | -10.8% | 13.4 | 17.6% | -0.7% | 102.4%[activator] | -7.7
Cc1ccccc1S(=O)(=O)Cc1ccc(C(=O)NCCCN2CCCC2)o1 | 1.3% | -9.5% | -4.5 | 18.8% | -1.1% | ? | -6.8
O=C(O)CCCC(=O)N1CC(=O)Nc2ccccc21 | -3.7% | -12.7% | -3.4 | nt | -4.2% | nt | -1.1
S=C(NCCN1CCOCC1)Nc1cccc2ccccc12 | 30.6%[activator] | 11.3% | 2.5 | 38.2%[activator] | 4.7% | 15.4% | -5.3
O=C(CNC(=O)/C(=C/c1ccccc1)NC(=O)c1ccc(Br)cc1)OCc1ccccc1 | 9.1% | 2.8% | -12.0 | 20.4% | -0.1% | -28.7% | -21.6
O=C(N1CCOCC1)N1CCCN(C(=O)N2CCOCC2)CC1 | 5.9% | 3.5% | 4.7 | 14.2% | 2.6% | 55.1%[activator] | -3.1
COC(=O)CC(N)c1ccc(Br)cc1 (configuration not stated) | 21.4% | -1.8% | -4.7 | -26.9% | 7.8% | 16.4% | -9.1
CCS(=O)(=O)N1CCN(c2ccccc2F)CC1 | 8.1% | -12.4% | -1.2 | 12.8% | -7.7% | 24.0% | -16.6
C/C=C\C=C/C(=O)Nc1cccc(C2=NOC3(C2)C[C@H](C(N)=O)N(C(=O)Cc2ccc([N+](=O)[O-])cc2)C3)c1 (some centres not stated) | -4.7% | ? | -4.3 | ? | 6.6% | ? | 2.1
CC(=O)c1cccc(NC(=O)c2c(F)c(F)c(F)c(F)c2F)c1 | ? | 1.9% | 6.6 | ? | 1.3% | nt | -9.5

(list continues)
Molecule | HCV inh | TbPYK inhibitor | CHX counter | Pf growth 48h | LmPK inh | Pf growth 96h | Shiga inhibitor
O=C(O)c1ccc(Nc2cc(Cl)c3nonc3c2[N+](=O)[O-])cc1 | -3.8% | -5.3% | 10.0 | -26.3% | 1.8% | 17.0% | -9.4
CCN(CC)c1ccc(/C=N/NC(=O)Cc2ccc(OC)c(OC)c2)cc1 | -21.0% | 2.8% | 1.2 | ? | 9.8% | -21.0% | 20.6
Cc1ccc(-c2nnc(Nc3ccc4c(c3)OCO4)c3ccccc23)cc1S(N)(=O)=O | ? | -6.6% | -3.6 | ? | 5.5% | 2.94µM* | -13.6
CCC(c1nnc(SCC(=O)Nc2nnc(-c3ccccc3)o2)n1Cc1ccccc1)N(C)C (configuration not stated) | 2.5% | 5.3% | -6.7 | 28.3% | -6.8% | 50.2%[activator] | -5.8
Cc1ccc(NC(=O)c2ccc(Cl)c(N3C(=O)C=CC3=O)c2)cc1 | 5.9% | ? | 56.9* | 51.5%[activator] | 10.4% | 38.3%[activator] | 81.0*
CC1=C(C(=O)OCc2ccc3c(c2)OCO3)C(c2ccc(F)cc2)NC(=O)N1 (configuration not stated) | ? | -0.4% | -5.1 | 20.6% | 3.1% | 2.7% | -27.0
CCCOc1ccc(/C=C/C(=O)NC2CCCCC2)cc1 | ? | -2.5% | 6.4 | ? | 0.5% | -1.3% | 16.3
Cc1c(OCC(=O)NCCCN2CCOCC2)ccc2c3c(c(=O)oc12)CCCC3 | -17.3% | -3.3% | -5.6 | ? | 2.1% | -21.5% | -10.6
CCCCn1c(N)c(N(CC(C)C)C(=O)COc2cc(C)ccc2Cl)c(=O)[nH]c1=O | -3.9% | 0.2% | nt | 11.0% | nt | -0.4% | nt
CC(=O)CCc1ccc(OCC(O)CNC2CCCc3ccccc32)cc1 (configuration not stated) | ? | 10.8% | -1.0 | ? | 2.4% | ? | -6.1
Cc1ccc(OCc2nc(-c3cccnc3)no2)cc1C | -9.3% | -10.0% | 25.0* | 18.7% | 4.8% | 0.415µM* | 72.6*
Cc1onc(-c2ccccc2Cl)c1C(=O)N1CCCCC1C (configuration not stated) | 21.2% | 1.7% | 0.9 | 11.5% | 1.3% | ? | 3.2
O=C(NCc1ccccn1)c1ccc(Cl)c(S(=O)(=O)Nc2ccccc2C(=O)NCc2ccccn2)c1 | 31.9%[activator] | -18.6% | 0.9 | 11.7µM* | 1.7% | 9.28µM* | -7.2

Three compounds drawn at random from the list so far:
Molecule | HCV inh | TbPYK inhibitor | CHX counter | Pf growth 48h | LmPK inh | Pf growth 96h | Shiga inhibitor
Cc1ccc(-c2nnc(Nc3ccc4c(c3)OCO4)c3ccccc23)cc1S(N)(=O)=O | ? | -6.6% | -3.6 | ? | 5.5% | 2.94µM* | -13.6
Cc1ccc(OCc2nc(-c3cccnc3)no2)cc1C | -9.3% | -10.0% | 25.0* | 18.7% | 4.8% | 0.415µM* | 72.6*
CC1=C(C(=O)OCc2ccc3c(c2)OCO3)C(c2ccc(F)cc2)NC(=O)N1 (configuration not stated) | ? | -0.4% | -5.1 | 20.6% | 3.1% | 2.7% | -27.0
